M17LAP inhibition: P. falciparum M17LAP inhibitors, primary screen, biochemical, fluorogenic H-Leu-NHMec substrate, 1536-well (AID 1619) | recombinant M17LAP, H-Leu-NHMec fluorogenic kinetic assay; higher % means a stronger effect | inhibition, % at 30 µM; hits with a dose series show IC50 in µM | 220,000 tested, 0.38% active;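 active = compound inhibiting the enzyme by more than half at any dose during confirmatory dose-response retesting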;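 also: plate controls were full reaction with DMSO carrier for no effect and no enzyme background for full effect; strong numbers were not always called active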
human PMI inhibitors: MPI inhibition at elevated mannose 6-phosphate – biochemical, fluorescence intensity, high mannose 6-phosphate, primary screen (AID 1220); recombinant PMI enzyme, coupled fluorescence intensity; higher % means a stronger effect; inhibition, % at 20 µM, or IC50 in µM where a hit was titrated; 190,000 tested, 0.66% active
TNAP activators: stimulation of alkaline phosphatase TNAP activity – biochemical, luminescent, no phosphate acceptor, uHTS, primary screen (AID 1001) | purified TNAP, luminescent activation assay, no phosphate acceptor; higher activation fold means a stronger effect | activation fold at 20 µM, or EC50 in µM where a hit was titrated | 200,000 tested, 0.03% active; in the data active = activation fold from about 3, or a potency from the dose series; inactive = the rest, 99 in 100 with activation fold below about 1.6; also: many of its hits are not listed in these tables
PMI inhibitors: inhibitors of human PMI, primary screen, biochemical, fluorescence intensity, coupled assay (AID 1209); purified PMI enzyme, coupled fluorescence intensity; higher % means a stronger effect; one-dose inhibition, % at 20 µM; IC50 in µM for titrated hits; 190,000 tested, 0.42% active;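 also: plate controls were DMSO vehicle for no effect and wells lacking substrate for full effect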
P. falciparum M1AAP: P. falciparum M1AAP inhibitors, biochemical, fluorogenic H-Leu-NHMec substrate, 1536-well (AID 1445); recombinant M1AAP, H-Leu-NHMec fluorogenic kinetic assay; higher % means a stronger effect; inhibition, % at 30 µM, or IC50 in µM where a hit was titrated; 220,000 tested, 0.42% active;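 active = primary inhibition above the hit cutoff, then over 50% inhibition at one or more dose response concentrations, cut at about 23% in these data, passing the limit was not always enough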;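 also: plate controls were DMSO full reaction for no effect and no enzyme background for full effect; strong numbers were not always called active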
XIAP displacement: small molecules displacing peptide from XIAP – biochemical, IAP family, fluorescence polarization (AID 1018); XIAP BIR domain, fluorescence polarization peptide displacement; higher % means a stronger effect; displacement, % at 20 µM; hits with a dose series show IC50 in µM; 200,000 tested, 0.007% active; in the data active = displacement above about 50%; also: a part of the inactive calls stands beside numbers as strong as those of hits
Yfh1-off respiration: mitochondrial function rescue without frataxin homolog – Friedreich's ataxia, plus single-dose screen, dose response (AID 1465); S. cerevisiae Yfh1-off respiration, WST-1 reduction, 72 h; higher fold induction means a stronger effect; 220,000 tested, 0.074% active; one-dose fold induction at 50 µM; EC50 in µM for titrated hits;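 active = fold induction of absorbance versus untreated yeast above a set limit, then at least 30% activation at any dose in follow-up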;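 also: activators that raise dye reduction in frataxin-depleted yeast; strong numbers were not always called active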
WT yeast gro inh: growth inhibition of WT yeast, mitochondrial fusion screen. mitochondrial fusion phenotypic screen, WT strain. inhibition, % at 10 µM. 190,000 tested, 2.1% active. AID 1362; in the data active = inhibition above about 58%; tested in S. cerevisiae
LYP phosphatase: PTPN22 lymphoid phosphatase activity blockers – biochemical, fluorescence intensity, uHTS (AID 1779) | recombinant LYP phosphatase, fluorescence intensity; higher % means a stronger effect | inhibition, % at 11.5 µM, or IC50 in µM where a hit was titrated | 290,000 tested, 0.054% active;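 also: plate controls were vehicle with enzyme for no effect and no enzyme for full effect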
WT yeast gro inh mutant strain: second read-out of WT yeast gro inh, no call of its own (marks repeat the call); inhibition, %; mitochondrial fusion phenotypic screen, mutant strain inhibition
An asterisk follows results filed as active; i = inactive; nt = not tested or not shown. Rule as the data show it, unless noted: active = inhibition above about 50%; inactive = the rest.

SMILES | M17LAP inhibition | human PMI inhibitors | TNAP activators | PMI inhibitors | P. falciparum M1AAP | XIAP displacement | Yfh1-off respiration | WT yeast gro inh | WT yeast gro inh mutant strain | LYP phosphatase
O=C(/C=C/c1ccc(OCc2c(F)cccc2Cl)cc1)N1CCOCC1 | 3% | -5% | 0.9 | -5% | 13% | -5.2% | i | 5 | 12 | 6%
Cc1nc(N2CCC(C(N)=O)CC2)c2c(-c3cccs3)csc2n1 | -2% | -5% | 1.2 | -10% | 0% | 1.7% | i | -2 | 6 | -4%
Cc1cc2cc(CNC(=O)c3ccc(C)c([N+](=O)[O-])c3)ccc2[nH]1 | 11% | 3% | 1.1 | 2% | 0% | -4.7% | nt | 13 | 9 | -4%
c1ccc2c(c1)c1ccccc1n1c(-c3ccc4c(c3)OCO4)nnc21 | -1% | -4% | 1.1 | 2% | -4% | -4.3% | i | -2 | -11 | -10%
O=C(Nc1cccc(Cl)c1)c1ccc(NCCCN2CCOCC2)c([N+](=O)[O-])c1 | -12% | -3% | 1 | 0% | 1% | -4.7% | i | -7 | -10 | -5%
Cc1nonc1CN(C)C(=O)CC1C(=O)NCCN1Cc1c(F)cccc1Cl (stereo not given) | -2% | -5% | 1 | -7% | -6% | 36% | i | 0 | 2 | -9%
COc1ccccc1-c1cc(C(F)(F)F)nc(S(=O)(=O)CCCC(=O)NC(C)C)n1 | 14% | 9% | 1.1 | 1% | -9% | -3.5% | i | 8 | 0 | -4%
COC(=O)c1[nH]c(C)c(/C(O)=C2\C(=O)C(=O)N(CCN(C)C)C2c2ccc(C)o2)c1C (stereo not given) | -6% | 0% | 1.2 | -18% | -3% | -4.5% | i | -1 | 12 | 2%
CCO/N=C/C1=C(O)C(C(=O)OC)C(C)(C)CC1=O (stereo not given) | 3% | -12% | 1 | -21% | 11% | -8.5% | i | 2 | -2 | -6%
Cn1c(=O)[nH]c(=O)c2c1nc(CN1CCOCC1)n2Cc1ccc(F)cc1 | 13% | -2% | 1 | 3% | 12% | -1.0% | i | 6 | -2 | -3%
CN(C)c1cc(NC(=O)CNC(C)(C)C)c2ccccc2n1 | 3% | nt | nt | nt | 7% | nt | i | nt | nt | 3%
Cc1cc(C)c(C#N)c(N2CCN(Cc3ccccc3)CC2)n1 | 3% | 0% | 1 | 7% | 1% | -3.8% | i | 5 | 7 | 1%
CON1C(=O)C(=O)N(OC)C(C)(C)C1(C)C | 0% | 45% | 1.1 | 22% | -1% | -6.9% | i | 4 | 1 | 3%
COC(=O)C1(CCSC)NC(c2ccc(O)c(OC)c2)C2C(=O)N(c3ccc(C)cc3)C(=O)C21 (stereo not given) | -3% | 14% | 1.1 | 4% | 4% | -3.9% | i | -15 | 3 | -8%
O=C(COC(=O)c1ccc(CSc2ccc(Cl)cc2)cc1)Nc1ccccc1 | -2% | 9% | 0.9 | 14% | 9% | -1.6% | i | 10 | 0 | 0%
O=C(CN1CCN(c2ccc(F)cc2)CC1)NCC1CCCO1 (stereo not given) | 0% | 8% | 1.1 | 6% | 6% | -0.3% | i | 4 | 18 | -9%
C/C(CC(=O)Nc1ccc(F)cc1)=N\NC(=O)Cc1csc(N)n1 | 30% | 8% | 1.2 | -4% | 2% | -0.4% | i | -8 | -13 | -12%
CN1CCc2ccccc2CC1=O | -6% | -4% | 1.1 | -2% | 4% | 1.9% | i | -3 | 16 | -3%
Cc1nc2ccccc2nc1CSc1nnc(N)s1 | -3% | -8% | 1.1 | 1% | 4% | -5.7% | i | -4 | -9 | 2%
CC1(C)CC(NC(=O)C(=O)NCCc2ccccc2)CC(C)(C)N1 | -13% | nt | nt | nt | -5% | nt | i | nt | nt | -9%
O=[N+]([O-])c1ccc(-c2cc(-c3ccc(Cl)cc3)n[nH]2)cc1 | 5% | 3% | 1.1 | 6% | 3% | -4.7% | nt | -8 | 9 | -7%
O=C(CNCC1CCCO1)Nc1ccccc1-n1cccc1 (stereo not given) | 0% | -15% | 1.1 | -6% | 8% | -5.2% | i | -11 | -7 | -7%
COc1ccccc1OCCNC(=O)Nc1cc(F)c(F)cc1Cl | 7% | nt | nt | nt | 6% | nt | i | nt | nt | -6%
COc1ccccc1/C=N/NC(=O)c1ccc(Cn2nc([N+](=O)[O-])cc2C)cc1 | 3% | 11% | 1.1 | 9% | 1% | -4.7% | i | -9 | 13 | 2%
CCC1CCCCN1C(=O)COc1ccccc1NC(C)=O (stereo not given) | 4% | 19% | 1 | -16% | 2% | -3.6% | i | 3 | -5 | -4%

Compound profiles, as listed above. Screens in order: M17LAP inhibition | human PMI inhibitors | TNAP activators | PMI inhibitors | P. falciparum M1AAP | XIAP displacement | Yfh1-off respiration | WT yeast gro inh | WT yeast gro inh mutant strain | LYP phosphatase
Cc1nc(N2CCC(C(N)=O)CC2)c2c(-c3cccs3)csc2n1 is listed with -2% | -5% | 1.2 | -10% | 0% | 1.7% | i | -2 | 6 | -4%
Cc1cc(C)c(C#N)c(N2CCN(Cc3ccccc3)CC2)n1 is listed with 3% | 0% | 1 | 7% | 1% | -3.8% | i | 5 | 7 | 1%
COC(=O)c1[nH]c(C)c(/C(O)=C2\C(=O)C(=O)N(CCN(C)C)C2c2ccc(C)o2)c1C (stereo not given) is listed with -6% | 0% | 1.2 | -18% | -3% | -4.5% | i | -1 | 12 | 2%
O=C(Nc1cccc(Cl)c1)c1ccc(NCCCN2CCOCC2)c([N+](=O)[O-])c1 is listed with -12% | -3% | 1 | 0% | 1% | -4.7% | i | -7 | -10 | -5%
CON1C(=O)C(=O)N(OC)C(C)(C)C1(C)C is listed with 0% | 45% | 1.1 | 22% | -1% | -6.9% | i | 4 | 1 | 3%

Following part
SMILES | M17LAP inhibition | human PMI inhibitors | TNAP activators | PMI inhibitors | P. falciparum M1AAP | XIAP displacement | Yfh1-off respiration | WT yeast gro inh | WT yeast gro inh mutant strain | LYP phosphatase
CCC(C)OC(=O)C1=C(C)OC23OC(N)=C(C#N)C12C(=O)c1ccccc13 (stereo not given) | 7% | 32% | 1 | 18% | -13% | 0.8% | i | 2 | 4 | -3%
Cc1oc(-c2ccccc2F)nc1CN1CCC(C(=O)NCc2cccnc2)CC1 | 4% | 2% | 1.1 | 1% | 12% | 3.2% | i | -11 | 1 | 0%
CCCn1c2ccccc2c2nc3ccccc3nc21 | 12% | -29% | 1 | -8% | 5% | -1.6% | i | 26 | 33 | -6%
O=C(CSc1nnnn1C1CCCCC1)NCc1cccc(C(=O)O)c1 | 30% | -1% | 1.1 | 5% | 14% | -0.2% | i | 7 | 11 | -5%
Cn1c(NC(=O)C[n+]2cc(-c3ccccc3)n3c2CCC3)cc(=O)n(C)c1=O | 4% | -17% | 1.1 | -8% | 0% | -5.2% | i | 19 | 10 | 0%
NC(=O)c1ccsc1NC(=O)CSc1nnc2ccccn12 | 13% | 7% | 1 | 7% | 4% | -5.8% | i | -14 | 4 | 1%
Cc1ccc(N2CCC(N3CCN(C4CCCCC4)C(CCO)C3)CC2)cc1 (stereo not given) | -2% | 6% | 1.1 | 7% | 0% | -6.9% | i | 8 | -2 | -2%
Fc1ccc(N2Cc3ccsc3C=N2)cc1 | -2% | -3% | 1.1 | -11% | 9% | -5.1% | i | -4 | 10 | -4%
COc1ccc(/C=N\NC(=O)C2COc3ccccc3O2)cc1O (stereo not given) | 19% | nt | nt | nt | 20% | nt | i | nt | nt | -3%
COCCNC(=O)c1ccc(C(=O)C(=O)c2ccccc2)cc1 | 13% | 3% | 1.1 | -2% | 3% | -5.7% | i | 11 | -22 | 0%
CCCCCCNCc1ccc(Br)cc1 | -4% | 1% | 1.1 | -4% | -1% | -3.0% | i | 2 | 17 | 6%
O=C(NCc1cccs1)c1cccnc1Cl | -10% | -7% | 1.1 | -7% | -2% | -4.0% | i | -6 | 11 | -4%
CCCOc1ccc(OCCSc2ncccn2)cc1 | 2% | 22% | 1 | 20% | 3% | -0.6% | i | -8 | -3 | 0%
Nc1ccc2nc(-c3ccc(Cl)cc3)[nH]c2c1 | -187% | 22% | 1.1 | 12% | 14% | -2.8% | i | 14 | 2 | -18%
C=CCn1c(SCc2c(C)noc2C)nc2cc(C(=O)O)ccc2c1=O | 6% | nt | nt | nt | 4% | nt | i | 8 | 15 | nt
O=C1NC(=O)C2(COC(c3ccncc3)OC2)S1 (stereo not given) | 6% | 3% | 1.1 | -12% | -4% | -9.6% | i | -11 | 8 | -6%
O=C(C1CCC1)N(CCc1ccccc1)Cc1nc2ccccc2c(=O)[nH]1 | 3% | 0% | 1 | 0% | 4% | -4.2% | i | -2 | 4 | -7%
C/C(=N/NC(=O)OC(C)(C)C)c1ccco1 | -23% | -8% | 1.1 | -4% | 3% | -3.6% | i | 11 | 25 | 1%
CCOc1ccc(C(=O)OCCN(C)C)cc1 | -4% | -5% | 1.1 | -4% | 6% | -5.8% | i | 24 | 5 | 0%
CC1C=CCC2C(=O)N(c3ccc(OC(=O)c4ccco4)cc3)C(=O)C12 (stereo not given) | -6% | 1% | 1.1 | 2% | -1% | -4.0% | i | 7 | 2 | -10%
Cc1ccc(C(=O)COc2ccccc2N2C(=O)c3ccccc3C2=O)cc1 | -5% | 19% | 1.2 | 4% | 3% | -4.7% | i | 0 | 4 | -3%
NS(=O)(=O)c1cccc(NC(=O)CCS(=O)(=O)c2ccc(Cl)cc2)c1 | 0% | 0% | 1 | 2% | 5% | -2.6% | i | -22 | -8 | -9%
COc1ccc(/C=C/C(=O)NCCc2nc3ccccc3[nH]2)cc1 | 0% | nt | nt | nt | -4% | nt | i | nt | nt | -5%
COCCN1C=C(C(=O)OC)C(c2ccc(Cl)cc2)C(C(=O)OC)=C1 | -105% | 10% | 1.2 | 12% | 10% | -2.1% | i | 8 | -26 | -10%
CCc1cccc(NC(=O)c2ccc(NS(=O)(=O)c3c(C)noc3C)cc2)c1 | 4% | 9% | 1.1 | 14% | 1% | -2.0% | i | -4 | -7 | -2%
CCN1C(=O)C(C(=O)NC(C)c2ccccc2)C2CC1(C)Oc1ccccc12 (stereo not given) | -15% | 1% | 1.1 | 0% | 0% | 1.5% | i | 3 | -8 | 0%

Part of the list above, with values under each structure:
Results follow in this order: M17LAP inhibition, human PMI inhibitors, TNAP activators, PMI inhibitors, P. falciparum M1AAP, XIAP displacement, Yfh1-off respiration, WT yeast gro inh, WT yeast gro inh mutant strain, LYP phosphatase
C=CCn1c(SCc2c(C)noc2C)nc2cc(C(=O)O)ccc2c1=O
→ 6%, nt, nt, nt, 4%, nt, i, 8, 15, nt
CCCCCCNCc1ccc(Br)cc1
→ -4%, 1%, 1.1, -4%, -1%, -3.0%, i, 2, 17, 6%
CCN1C(=O)C(C(=O)NC(C)c2ccccc2)C2CC1(C)Oc1ccccc12 (stereo not given)
→ -15%, 1%, 1.1, 0%, 0%, 1.5%, i, 3, -8, 0%

Reformatted with two lines to a compound: part of the list above.
Results follow in this order: M17LAP inhibition	human PMI inhibitors	TNAP activators	PMI inhibitors	P. falciparum M1AAP	XIAP displacement	Yfh1-off respiration	WT yeast gro inh	WT yeast gro inh mutant strain	LYP phosphatase
CCC(C)OC(=O)C1=C(C)OC23OC(N)=C(C#N)C12C(=O)c1ccccc13 (stereo not given)
  7%	32%	1	18%	-13%	0.8%	i	2	4	-3%
O=C(CSc1nnnn1C1CCCCC1)NCc1cccc(C(=O)O)c1
  30%	-1%	1.1	5%	14%	-0.2%	i	7	11	-5%

Source: PubChem (several laboratories)
